# Pf Dd2 growth – P. falciparum Dd2 growth inhibitors, primary screen, SYBR Green fluorescence, single dose replicates | 72 h; active compounds read low | activity change, % at 10 µM | 2.3% of 94,000 active | AID 1159554, 2015; in the data active means activity change below about -80%
# GASC1 inh – inhibitors of GASC-1 (KDM4C) histone demethylase, primary screen, biochemical, single concentration HTS. GST-KDM4C 2-372, H3K9me3 peptide, LANCE TR-FRET. inhibition, % at 12.5 µM. 0.15% of 96,000 active;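 active means mean replicate inhibition above about 25%, with at least 55% of replicates also reaching it, limit read from the data, passing the limit was not always enough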
# Target sequence (Q9H3R0 2-372 limits assumed): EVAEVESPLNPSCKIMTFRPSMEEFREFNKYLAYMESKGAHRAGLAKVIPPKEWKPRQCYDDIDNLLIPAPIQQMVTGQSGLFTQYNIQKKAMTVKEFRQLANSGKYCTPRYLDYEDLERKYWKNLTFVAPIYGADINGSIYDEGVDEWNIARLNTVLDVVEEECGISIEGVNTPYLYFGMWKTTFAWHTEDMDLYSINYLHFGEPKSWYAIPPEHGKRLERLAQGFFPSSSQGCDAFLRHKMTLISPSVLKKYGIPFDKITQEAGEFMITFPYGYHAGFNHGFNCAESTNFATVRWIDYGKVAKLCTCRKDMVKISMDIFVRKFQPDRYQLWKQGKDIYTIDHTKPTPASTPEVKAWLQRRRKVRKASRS
#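 Material: GST-tagged GASC-1 (JMJD2C) catalytic fragment, aa 2-372 / Quantity: enzyme final amount 10 nM / Medium: HEPES buffer, pH 7.5, plus ascorbate / Doses: one test concentration per compound / Incubation: 30 min reaction, 60 min detection, RT / Measured by: LANCE TR-FRET / Read-out: inhibition from TR-FRET ratio decrease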
# Tcruzi prolif – T. cruzi intracellular proliferation inhibitors, primary screen, cell-based, beta-gal Tulahuen parasites, NIH3T3 host, luminescence; AID 624255, 2012; T. cruzi beta-gal in NIH3T3, GalScreen luminescence, 90 h; inhibition, % at 8.34 µM; 5.9% of 77,000 active;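 active means mean inhibition above about 93%, with at least 55% of replicates each passing it, limit read from the data, passing the limit was not always enough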
# C diff growth – C. difficile growth inhibitors, primary screen, HTS; Clostridium difficile clinical isolate growth, OD600, 24 h; active compounds read low; growth activity, negative = inhibition, % at 16 µg/mL (by protocol); 0.25% of 86,000 active; AID 1259249, 2017;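 active means mean growth activity at or below -80% and every replicate also at or below -80%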;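 further: 0% = DMSO wells and -100% = levofloxacin 16 µg/mL wells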
# Starred values were filed as active, the others as inactive; . = not tested or not shown; & = joins results of further samples.
SMILES,Pf Dd2 growth,GASC1 inh,Tcruzi prolif,C diff growth
C[C@H](CO)N1C[C@H](C)[C@H](CN(C)Cc2ccc(-c3ccccc3)cc2)Oc2ccc(NC(=O)Cc3ccccc3)cc2CC1=O,-18,-2.4,45,-14
CO[C@@H](CN(C)C(=O)c1ccc2c(c1)OCO2)[C@@H](C)CN([C@H](C)CO)S(=O)(=O)c1ccc(F)cc1,11,0.2,28,.
C[C@@H]1CN([C@@H](C)CO)C(=O)c2cc(N(C)C)ccc2O[C@H]1CN(C)S(=O)(=O)c1ccc(Cl)cc1,-21,1.0,.,1
C[C@@H]1CN([C@H](C)CO)C(=O)Cc2cc(NS(=O)(=O)c3ccccc3)ccc2O[C@H]1CN(C)CC1CC1,12,-0.9,33,-2
O=C(Nc1ccccc1Cl)N1C[C@@H]2[C@H](c3ccccc31)[C@H](CO)N2Cc1ccccc1,-3,-1.4,85,10
C[C@H]1CN([C@@H](C)CO)S(=O)(=O)c2ccc(C#CC(C)(C)O)cc2O[C@@H]1CN(C)C(=O)CC1CC1,-6,1.4,22,-2
C[C@@H]1CN([C@@H](C)CO)C(=O)Cc2cc(NC(=O)C3CC3)ccc2O[C@@H]1CN(C)Cc1ccc(Oc2ccccc2)cc1,-4,0.4,35,-16
C[C@@H]1CN([C@@H](C)CO)C(=O)c2cc(NC(=O)c3ccncc3)ccc2O[C@@H](C)CCCCO[C@H]1CN(C)C,-5,1.8,25,0
COc1cccc(NC(=O)N(C)C[C@H]2OCc3cnnn3CCCC(=O)N([C@@H](C)CO)C[C@@H]2C)c1,13,0.3,7,-2
C/C=C/c1cnc2c(c1)C(=O)N([C@@H](C)CO)C[C@H](C)[C@@H](CN(C)CC1CCOCC1)O2,64,0.0,-79,1
CO[C@H]1CN(C)C(=O)c2ccc(NC(=O)Nc3ccc(F)cc3)cc2OC[C@@H](C)NC[C@@H]1C,.,0.0,-21,-2
O=C(N[C@@H]1CC[C@@H](CCNC(=O)c2cnccn2)O[C@H]1CO)c1ccc2c(c1)OCO2,3,7.7,19,.
CCS(=O)(=O)N1CCC2(CC1)CN(C(=O)Nc1cccc(F)c1)[C@@H](CO)c1c2c2ccc(OC)cc2n1C,-71,-5.8,.,8
O=C(Nc1ccc2c(c1)[C@@H]1C[C@@H](CC(=O)N3CCCCC3)O[C@H](CO)[C@@H]1O2)C1CCOCC1,29,0.1,-77,.
C[C@@H]1CN([C@@H](C)CO)C(=O)c2cc(NS(=O)(=O)c3ccccc3)ccc2O[C@@H](C)CCCCO[C@@H]1CN(C)C(=O)Nc1ccccc1,-56,-0.5,.,.
C[C@H](O)C#Cc1ccc2c(c1)O[C@H](CN(C)CC1CC1)[C@H](C)CN([C@@H](C)CO)S2(=O)=O,14,2.4,-37,-5
C[C@H]1CN([C@@H](C)CO)C(=O)c2cccc(NS(=O)(=O)c3cn(C)cn3)c2O[C@H]1CN(C)C(=O)Nc1ccccc1,-18,5.0,8,1
Cc1ccccc1-c1ccc([C@@H]2[C@H](CO)N3CCCCN(CC4CCOCC4)C[C@@H]23)cc1,-40,-1.4,-20,-2
Cc1ccc(-c2ccc(C3[C@H]4CNC[C@@H]3N4S(=O)(=O)c3ccc(C)cc3)cc2)cc1 (stereo partly drawn),5&-10,-2.0&0.7,.,-3&-4
CCCNC(=O)N(C)C[C@H]1Oc2ncc(-c3ccc(F)cc3)cc2C(=O)N([C@H](C)CO)C[C@@H]1C,26,0.2,.,12
CO[C@@H]1CN(C)C(=O)c2ccc(NC(=O)C3CC3)cc2OC[C@H](C)N(C(=O)c2ccccn2)C[C@H]1C,-11,1.3,56,.
CN(C)CC(=O)N1[C@@H]2c3cccc(=O)n3C[C@@H]2[C@@H](CO)[C@@H]1C(=O)NCc1ccccc1F,4,-1.0,.,-1
COc1ccc(CN(C)C[C@H]2Oc3c(NC(=O)C4CCOCC4)cccc3C(=O)N([C@H](C)CO)C[C@@H]2C)cc1,-1,0.7,17,3
CO[C@H]1CN(C)C(=O)c2cc(NC(=O)c3ccccc3F)ccc2OC[C@@H](C)N(C)C[C@H]1C,5,0.6,-25,.
CN(C)C(=O)C[C@@H]1CC[C@H](NC(=O)Nc2cccc(F)c2)[C@@H](CO)O1,17,-0.5,.,0
O=C(C1CCC1)N1CC[C@@H]2[C@H](CO)Nc3ccc(C#Cc4cccc(F)c4)cc3[C@@H]21,-19,0.3,62,3
COc1ccc(NC(=O)N(C)C[C@@H]2OCCCC[C@H](C)Oc3ccc(NS(=O)(=O)c4ccc(C)cc4)cc3C(=O)N([C@H](C)CO)C[C@H]2C)cc1,-21,-1.3,-32,.
CCNC(=O)C[C@H]1CC[C@H]2[C@H](COc3ccc(NC(=O)c4cccc(OC)c4)cc3C(=O)N2C)O1,-1,0.7,-23,1
CC(C)NC(=O)Nc1ccc2c(c1)C(=O)N([C@H](C)CO)C[C@@H](C)[C@H](CN(C)S(=O)(=O)c1ccccc1)OCCCC[C@@H](C)O2,-51,5.9,100,5
COc1cccc(C#Cc2ccc([C@H]3[C@@H](CO)N(C(=O)C4CC4)[C@H]3C#N)cc2)c1,-76,-4.2,98*,6
Cc1noc(C)c1S(=O)(=O)Nc1ccc2c(c1)C(=O)N([C@@H](C)CO)C[C@H](C)[C@@H](CN(C)C(=O)NC(C)C)OCCCC[C@@H](C)O2,-21,-0.7,.,-3
COc1ccc(NC(=O)N2C[C@H](O)COC[C@@H]3O[C@H](CC(=O)NCc4ccncn4)CC[C@H]32)cc1,15,5.2,-8,-3
COc1ccc(NC(=O)N2CCCCN3[C@H](C2)[C@H](c2ccc(-c4ccccc4C)cc2)[C@@H]3CO)cc1,4,-2.4,44,10
CO[C@@H](CN(C)C(=O)C1CCOCC1)[C@@H](C)CN(C(=O)Nc1ccc(F)cc1)[C@@H](C)CO,23,-1.1,-2,.
Cc1ccc(S(=O)(=O)N(C)C[C@H]2Oc3ccc(NC(=O)NC(C)C)cc3C(=O)N([C@@H](C)CO)C[C@@H]2C)cc1,-32,0.5,13,-5
O=C(Nc1ccccc1)N1CCCCN2[C@H](CO)[C@@H](c3ccc(-c4ccccc4F)cc3)[C@@H]2C1,11,-2.4,88,50
CCS(=O)(=O)N1[C@H](CO)[C@@H](c2ccccc2)C12CN(C(=O)C1CC1)C2,-64,-1.5,.,-9
O=C(N[C@H]1CC[C@@H](CCn2cc(-c3ccccn3)nn2)O[C@@H]1CO)c1ccc(F)cc1,-5,-1.0,-4,.
O=C(C[C@H]1CC[C@@H]2[C@H](COC[C@H](O)CN2Cc2cccc(F)c2)O1)NCc1ccncc1,25,6.6,-23,14&-3
Cc1noc(C)c1S(=O)(=O)N(C)C[C@@H]1Oc2ccc(NS(=O)(=O)c3ccccc3)cc2CC(=O)N([C@@H](C)CO)C[C@@H]1C,15,-2.3,4,-6
C[C@@H]1CN([C@H](C)CO)C(=O)c2cccc(NC(=O)Nc3ccc(F)cc3)c2O[C@@H]1CN(C)Cc1ccc(C(=O)Nc2ccccc2N)cc1,-89*,-1.9,.,28
C[C@H](CO)N1C[C@H](C)[C@H](CN(C)S(=O)(=O)c2cn(C)cn2)Oc2ccc(NC(=O)Nc3cccc4ccccc34)cc2CC1=O,14,0.7,-8,-1
C[C@H]1CN([C@@H](C)CO)C(=O)CCCn2cc(nn2)CO[C@@H]1CN(C)Cc1ccccc1C(=O)O,-1,-0.2,-10,.
O=C(c1cccnc1)N1C[C@H]2[C@@H](c3ccccc31)[C@H](CO)N2C(=O)Nc1cccc(F)c1,0,-0.1,-18,10
C[C@@H]1CN([C@H](C)CO)C(=O)c2cc(NC(=O)Nc3cccc4ccccc34)ccc2O[C@@H]1CN(C)S(=O)(=O)c1cccs1,9,-3.7,6,.
CO[C@H](CN(C)C(=O)c1ccc2c(c1)OCO2)[C@@H](C)CN([C@@H](C)CO)S(=O)(=O)c1ccc(C)cc1,9,-0.6,-2,.
C[C@@H]1CN([C@H](C)CO)C(=O)c2cc(N(C)C)ccc2O[C@@H]1CN(C)Cc1ccc(C(=O)O)cc1,-6,0.0,87,1
CO[C@@H]1CN(C)C(=O)c2ccc(NC(=O)c3ccccn3)cc2OC[C@@H](C)N(CCC(F)(F)F)C[C@H]1C,-20,4.2,25,.
O=C(C[C@H]1CC[C@H](NC(=O)Nc2cccc(F)c2)[C@H](CO)O1)NCC1CC1,-3,1.4,36,.
C[C@@H]1CCCCO[C@@H](CN(C)C(=O)Cc2ccccc2)[C@@H](C)CN([C@@H](C)CO)C(=O)c2cc(NS(=O)(=O)c3cn(C)cn3)ccc2O1,-2,5.6,11,1
O=C(C[C@H]1CC[C@@H]2[C@H](COC[C@H](O)CN2C(=O)C2CC2)O1)NCc1ccccc1Cl,13,-0.3,20,5&4
CN(C)c1ccc2c(c1)[C@@H]1C[C@H](CC(=O)NCc3ccc(Oc4ccccc4)cc3)O[C@@H](CO)[C@@H]1O2,-75,.,153*,-7
C[C@@H]1CN([C@@H](C)CO)C(=O)CCCn2cc(nn2)CO[C@@H]1CN(C)C(=O)Nc1cccc2ccccc12,-12,1.9,-81,-3
O=C(Cc1ccccn1)N[C@@H]1CC[C@H](CCn2cc(-c3ccccc3)nn2)O[C@@H]1CO,-14,1.6,29,.
Cc1ccc(S(=O)(=O)N(C)C[C@H]2Oc3ncc(-c4ccccc4)cc3C(=O)N([C@H](C)CO)C[C@@H]2C)cc1,-74,-0.9,78,1
Cc1noc(C)c1S(=O)(=O)Nc1ccc2c(c1)C(=O)N([C@@H](C)CO)C[C@@H](C)[C@H](CN(C)S(C)(=O)=O)O2,25,0.6,-24,2
COc1ccc(S(=O)(=O)Nc2ccc3c(c2)C(=O)N([C@H](C)CO)C[C@@H](C)[C@H](CN(C)CC2CC2)O3)cc1,-20,9.9,19,1
C[C@@H]1CN([C@@H](C)CO)C(=O)c2cc(C3=CCCCC3)cnc2O[C@@H]1CN(C)S(=O)(=O)c1cn(C)cn1,51,-0.4,.,-1
C[C@H]1CN([C@@H](C)CO)C(=O)c2cc(C#CC(C)(C)O)cnc2O[C@@H]1CN(C)C(=O)C1CCOCC1,44,0.3,-2,-1
COc1ccc2c3c(n(C)c2c1)[C@H](CO)N(C(=O)C1CCC1)CC31CN(C(=O)CN(C)C)C1,-45,-0.1,.,-9

# A draw from above in order of length of the SMILES, lowest first.
SMILES,Pf Dd2 growth,GASC1 inh,Tcruzi prolif,C diff growth
O=C(Cc1ccccn1)N[C@@H]1CC[C@H](CCn2cc(-c3ccccc3)nn2)O[C@@H]1CO,-14,1.6,29,.
COc1ccc2c3c(n(C)c2c1)[C@H](CO)N(C(=O)C1CCC1)CC31CN(C(=O)CN(C)C)C1,-45,-0.1,.,-9
O=C(C[C@H]1CC[C@@H]2[C@H](COC[C@H](O)CN2C(=O)C2CC2)O1)NCc1ccccc1Cl,13,-0.3,20,5&4
C[C@@H]1CN([C@@H](C)CO)C(=O)CCCn2cc(nn2)CO[C@@H]1CN(C)C(=O)Nc1cccc2ccccc12,-12,1.9,-81,-3
CO[C@@H]1CN(C)C(=O)c2ccc(NC(=O)c3ccccn3)cc2OC[C@@H](C)N(CCC(F)(F)F)C[C@H]1C,-20,4.2,25,.
CN(C)c1ccc2c(c1)[C@@H]1C[C@H](CC(=O)NCc3ccc(Oc4ccccc4)cc3)O[C@@H](CO)[C@@H]1O2,-75,.,153*,-7
C[C@@H]1CN([C@@H](C)CO)C(=O)c2cc(C3=CCCCC3)cnc2O[C@@H]1CN(C)S(=O)(=O)c1cn(C)cn1,51,-0.4,.,-1
COc1ccc(S(=O)(=O)Nc2ccc3c(c2)C(=O)N([C@H](C)CO)C[C@@H](C)[C@H](CN(C)CC2CC2)O3)cc1,-20,9.9,19,1
Cc1noc(C)c1S(=O)(=O)Nc1ccc2c(c1)C(=O)N([C@@H](C)CO)C[C@@H](C)[C@H](CN(C)S(C)(=O)=O)O2,25,0.6,-24,2
C[C@@H]1CCCCO[C@@H](CN(C)C(=O)Cc2ccccc2)[C@@H](C)CN([C@@H](C)CO)C(=O)c2cc(NS(=O)(=O)c3cn(C)cn3)ccc2O1,-2,5.6,11,1

# Other structures
SMILES,Pf Dd2 growth,GASC1 inh,Tcruzi prolif,C diff growth
C[C@@H]1CN([C@@H](C)CO)C(=O)c2cc(-c3ccccc3F)cnc2O[C@H]1CN(C)C(=O)C1CCC1,44,-0.5,41,1
COC(=O)C[C@@H]1C[C@H]2c3cc(NC(=O)Nc4ccccc4)ccc3O[C@H]2[C@H](CO)O1,0,-0.6,7,5
O=C(C[C@H]1C[C@@H]2c3cc(NC(=O)Nc4ccccc4F)ccc3O[C@@H]2[C@H](CO)O1)NCc1ccc2c(c1)OCO2,5,0.2,33,6
C[C@H]1CN([C@@H](C)CO)C(=O)Cc2cc(NC(=O)CCC(F)(F)F)ccc2O[C@@H]1CN(C)Cc1ccc(Cl)c(Cl)c1,-13,-0.5,65,9
CCCN(C)C[C@H]1OCCCC[C@@H](C)Oc2ccc(NS(=O)(=O)c3ccc(OC)cc3)cc2C(=O)N([C@H](C)CO)C[C@@H]1C,-4,-0.6,93,-5
Cc1noc(C)c1S(=O)(=O)N(C)C[C@H]1Oc2ccc(NC(=O)Nc3ccc4c(c3)OCO4)cc2CC(=O)N([C@H](C)CO)C[C@@H]1C,-11,1.3,19,-8
